Compound activity: PubChem BioAssay, several laboratories
SDO1 yeast rescue: growth rescue of sdo1-depleted yeast, primary screen, S. cerevisiae, bone marrow failure model. 0.21% of 140,000 active. AID 817, 2007. z-score at 10 µM. S. cerevisiae sdo1-depleted JHY4D growth rescue, OD600 30 h; stronger effect = higher value; pdr5 snq2 efflux-pump mutant strain;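 active means z-score above 3 at both the 24 hr and the 30 hr optical density reads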;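 further: z-score against mean and SD of all compound wells on the same plate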
INS promoter inh: inhibitors of insulin promoter-driven GFP, primary screen, imaging, TRM-6 cells (human fetal islet line), eGFP reporter, cell count. inhibition, % at 2 µM. reporter expression induced with tamoxifen. AID 1273, 2008. 0.9% of 130,000 active;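 active means inhibition above the mean plus 3 SD, with well images judged a real hit on visual review, cut at about 60% in these data, passing the limit was not always enough; inconclusive means inhibition over the cutoff but images rejected on review; inactive means inhibition not above the cutoff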
SDO1 yeast rescue Rescue 24 h: recorded beside SDO1 yeast rescue, whose call it bears; z-score; S. cerevisiae sdo1-depleted JHY4D growth rescue, OD600; measured here: growth rescue at 24 h;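 0 is the plate mean of compound wells and units are plate SD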
* hit, by the source's call; i = inactive; ? = inconclusive; / = no result given. The list is partial; the hit share may differ from the screen's.

SMILES,SDO1 yeast rescue,SDO1 yeast rescue Rescue 24 h,INS promoter inh
Cc1ccc(-c2nn[nH]n2)o1,0.48,-0.15,/
CCCOc1ccc(N2CC(C(=O)Nc3ccccc3OC)CC2=O)cc1 (stereo not given),-0.06,-0.5,/
CCCC(=O)Nc1cc(C(=O)O)ccc1S(=O)(=O)c1ccc(C)cc1,2.42,0.85,38.9
O=C(N/N=C/c1ccc[nH]1)c1cc(-c2cccs2)nc2ccccc12,/,/,31.6
CC(C)OC(=O)[C@H]1[C@H](c2ccc(Cl)cc2)[C@@](C#N)(C(N)=O)[C@@H]2C=CC(C(N)=O)=CN21,0.61,0.39,-40.0
COc1ccccc1/C=N/NC(=O)C(=O)Nc1ccccc1OC(F)(F)C(F)F,1.06,1.23,-45.5
COc1ccc(C2Nc3ccccc3C(=O)N2O)cc1OC (stereo not given),0.83,0.69,36.4
O=S1(=O)NC(=NCc2ccccc2)c2ccccc21,0.32,0.25,-6.5
O=C(CSc1nnc(-c2ccccc2Cl)o1)Nc1ccc2c(c1)OCCO2,0.16,0.15,19.1
CCCC(C)NC(=O)C1CCN(S(=O)(=O)c2ccccc2)CC1 (stereo not given),-0.06,-0.12,-27.6
C=CCn1c(CSc2nc3ccccc3s2)nnc1SCC(=O)NCc1ccccc1,-1.37,-1.5,-15.4
COc1ccc(CNc2ccc3cn[nH]c3c2)c(OC)c1OC,-0.38,-0.32,31.0
CC(C(=O)NCC1CCCO1)N(C(=O)c1snc(C(N)=O)c1N)c1cccc(F)c1 (stereo not given),0.78,-0.04,/
O=C(N/C(=C/c1cccs1)C(=O)N1CCOCC1)c1ccco1,0.12,-0.33,10.0
O=C1c2ccccc2C(Nc2ccc(F)c(Cl)c2)N1c1ccccn1 (stereo not given),-1.87,-0.38,/
CC(NC(=O)N(Cc1ccccc1)Cc1ccc2c(c1)OCO2)(C(F)(F)F)C(F)(F)F,-0.41,-0.51,0.0
Cc1cc2sc(C(=O)O)c(C)c2s1,0.46,0.57,-338.9
COc1ccc(/C=N/n2cc(-c3ccccc3)nc2N)cc1,0.36,0.08,38.5
CC1Cc2nc(SCC(=O)NCc3ccco3)n(-c3ccccc3)c(=O)c2S1 (stereo not given),0.32,-0.08,-42.9
Cc1cccc2nc(COc3ccc(Cl)c4cccnc34)cn12,/,/,-13.5
Nn1c(Nc2ccccc2)nc2ccccc21,-0.07,-0.71,/
Cc1ncc([N+](=O)[O-])n1CCOC(=O)c1ccc(Br)cc1,/,/,-50.0
CC(=O)c1cccc(NS(=O)(=O)N2CCCCC2)c1,0.1,0.23,-37.7
O=C(Oc1ccccc1C(=O)N1CCOCC1)c1ccccc1,-0.37,-0.91,12.5
O=C(N/N=C/c1sc2ccccc2c1O)c1ccccc1,0.7,0.78,-5.9
O/N=C\c1cccn1-c1nccs1,/,/,-27.3
COc1ccc(Br)cc1S(=O)(=O)NCc1ccccc1,-0.89,-0.3,4.0
CCCCN(CCCC)C(=O)c1ccccc1NC(=O)CN1C(=O)c2ccccc2C1=O,0.12,0.37,-16.1
O=c1c2cc(N3CCOCC3)ccc2[nH]c(=S)n1Cc1ccccn1,0.84,-0.11,/
Clc1ccc(-c2noc(CSc3nnc(-c4ccncc4)n3-c3ccccc3)n2)cc1,-1.11,-1,-16.7
O=C(O)c1nsc(Cl)c1Cl,0.51,0.81,36.4
COc1ccc(-c2c[n+]3c4n2CCCCC4=C(c2ccccc2)C3)cc1,-1.2,-1.07,27.0
CCC/C(=N/Nc1ccc(Cl)cc1)c1cnnc(-c2ccccc2)n1,/,/,4.8
Nc1ncc(-c2ccccc2)n1CC1CCCO1 (stereo not given),0.16,0.31,-13.9
CCOc1ccc(NC(=O)CCn2cccc2)cc1,1.12,-0.25,?
Cc1oc(-c2ccccc2)nc1CC(=O)O,0.59,0.21,10.7
Cc1ccc(C(=O)CNc2ccccc2C)cc1,0.06,-0.21,12.1
Cc1ccccc1C(=O)NC(=S)NCC(=O)c1ccccc1,-0.36,-0.15,/
CCOc1ncccc1C(=O)OCC(=O)N(CC)c1ccccc1,/,/,-73.3
O=C(O)c1ccc2c(c1)C(=O)/C(=C/c1ccccc1)C2=O,0.63,-0.78,20.0

Pulled by structure from the list above (6):
SMILES,SDO1 yeast rescue,SDO1 yeast rescue Rescue 24 h,INS promoter inh
CCCCN(CCCC)C(=O)c1ccccc1NC(=O)CN1C(=O)c2ccccc2C1=O,0.12,0.37,-16.1
Clc1ccc(-c2noc(CSc3nnc(-c4ccncc4)n3-c3ccccc3)n2)cc1,-1.11,-1,-16.7
Cc1ncc([N+](=O)[O-])n1CCOC(=O)c1ccc(Br)cc1,/,/,-50.0
O=C(O)c1nsc(Cl)c1Cl,0.51,0.81,36.4
O/N=C\c1cccn1-c1nccs1,/,/,-27.3
Cc1oc(-c2ccccc2)nc1CC(=O)O,0.59,0.21,10.7

One compound at a time (already shown). Values in the order: SDO1 yeast rescue, SDO1 yeast rescue Rescue 24 h, INS promoter inh
O=C(O)c1nsc(Cl)c1Cl as listed: 0.51, 0.81, 36.4
CC(=O)c1cccc(NS(=O)(=O)N2CCCCC2)c1 as listed: 0.1, 0.23, -37.7

Following part:
SMILES,SDO1 yeast rescue,SDO1 yeast rescue Rescue 24 h,INS promoter inh
CCOCCCNc1ccc(-c2ccccc2)nn1,-0.81,-1.03,/
O=C(CNCc1ccc(F)cc1)Nc1ccccc1[N+](=O)[O-],/,/,23.1
COc1ccc(-n2c(SCC(=O)Nc3cc(C)on3)nc3c(c2=O)SCC3)cc1,0.8,1.17,/
CCOC(=O)c1ccc(-n2c(C)nc3c(cnn3-c3ccccc3Cl)c2=O)cc1,0.69,0.81,6.5
CC(=O)Nc1nonc1NC(=O)CSC1=NCCS1,-0.62,-0.78,-50.0
COCCn1c(-c2ccc(OC)c(OC)c2)nc2ccccc21,-0.76,-1.32,-38.1
Cc1ccc(S(=O)(=O)c2c(N)n(NC(=O)c3ccco3)c3nc4ccccc4nc23)cc1,1.9,2.45,/
CCOc1ccc(S(=O)(=O)Nc2nc3ccccc3nc2N2CCN(C)CC2)cc1,0.71,-0.71,/
COc1ccc(CCNC(=O)CC2SC(=NCCc3ccccc3)NC2=O)cc1OC (stereo not given),0.27,-0.3,-6.7
Cc1ccc(NC(=O)CCC2CC(C)(C)OC2=O)cc1 (stereo not given),/,/,-23.1
COc1ccc2c(c1OC)C(=O)OC2c1c(O)nc(SC)n(-c2ccccc2)c1=O (stereo not given),-0.34,-0.41,-209.5
O=C(NN=C1CCCCCCC1)c1ccccn1,2.1,2.66,8.8
COc1ccc(NC(=O)CNc2cccc(C#N)c2)cc1Cl,0.45,0.49,42.9
CCOc1ccc(OCc2ccc(C(=O)NCc3cccnc3)o2)cc1,0.36,-0.65,-12.8
Cn1cc(CN(Cc2ccccc2)C[C@@H]2CCC(=O)N2)c(-c2ccccc2F)n1,/,/,-39.1
O=C(Cn1cnc2sc(-c3ccccc3)cc2c1=O)NCc1ccco1,-1.3,-0.99,i
C/C(=N\NC(=O)c1cccc(S(=O)(=O)N2CCCCC2)c1)c1ccc(C)o1,/,/,26.7
CCOc1cc(C)c(Cl)cc1S(=O)(=O)n1nnc2ccccc21,-1.38,-0.98,-93.8
O=C(O)CSc1nnc2c(n1)[nH]c1ccccc12,/,/,36.4
O=C(/C=C/Nc1ccccc1F)c1cccs1,-0.86,-0.89,/
CON1C(=O)C(=O)N(OC)C2CCCCCC21 (stereo not given),-0.24,-0.91,/
Cc1ccc(CC(=O)Nc2nc3ccccc3s2)cc1,-1.21,-0.34,15.4
COc1ccccc1-n1nnnc1S(=O)(=O)Cc1ccc(Cl)cc1,0.33,-0.17,/
CC1=C(C(=O)Nc2cccc(F)c2)C(c2ccsc2)C2=C(CC(C)(C)CC2=O)N1 (stereo not given),-0.6,-0.49,-82.8
Brc1ccc(OCc2nnc3n2CCC3)cc1,1.25,0.3,33.3
CCSc1nnc(NC(=O)C2Cc3ccccc3CN2S(=O)(=O)CC)s1 (stereo not given),-0.98,-1.49,30.0
O=C(COc1ccc2ccccc2c1Br)NC(=S)Nc1cccc(CO)c1,0.33,2.13,16.7
O=S(=O)(NCc1cc(-c2ccc(Cl)cc2)no1)c1ccccc1,0.09,0.27,-46.9
O=C(CC1Oc2ccccc2NC1=O)NCc1ccc(Cl)cc1 (stereo not given),0.61,0.15,/
COC(=O)Cn1cc(C(=O)OC)c2ccccc21,1.18,0.62,-40.0
Cc1nn(Cc2ccc(C(=O)Nc3nc4c(C)cccc4s3)o2)c(C)c1Br,-1.89,-0.99,-37.1
O=C(CCCOc1ccccc1)Nc1nc2ccccc2[nH]1,/,/,54.5
Cc1occc1C(=O)NNC(=O)NC12CC3CC(CC(C3)C1)C2,-0.02,0.17,26.1
COc1cccc(-c2cc(C(=O)Nn3cnnc3)c3ccccc3n2)c1,1.54,1.56,-9.1
Cn1c2ccccc2c2c(C(=O)NCc3ccco3)cn(C3CCCCC3)c(=O)c21,-0.82,0.1,-20.7
O=S(=O)(Nc1cccnc1)c1ccc(Cl)cc1,-0.34,-0.76,53.9
CC1(Br)C2CCCC1C2S(=O)(=O)c1ccccc1 (stereo not given),-0.06,-0.14,/
Cc1c(NC(=O)C(C)OC(=O)CC2Sc3ccccc3NC2=O)c(=O)n(-c2ccccc2)n1C (stereo not given),1.15,1.34,0.0
COC(=O)C1C2C=CC3(CN(CC4CCCO4)C(=O)C13)O2 (stereo not given),0.45,0.23,55.3
O=C1OCCC1Sc1nc2ccccc2[nH]1 (stereo not given),0.77,0.17,12.5
C#CCn1c(=NC(=O)c2cccs2)sc2cccc(OC)c21,0.16,0.37,/
CC1(C)C(=O)Nc2ccccc2N1C(=O)COC(=O)c1ccc(Cl)c(S(=O)(=O)NCc2ccccc2)c1,-0.05,-0.34,-32.3
Cc1nn(CC(=O)NCc2ccc(-n3cccn3)cc2)c(C)c1[N+](=O)[O-],-0.13,-1.31,0.0
COc1ccc(-c2nnn(CC(=O)N(CC(=O)NCCC(C)C)Cc3cccs3)n2)cc1OC,0.24,0.22,/
Cc1ccc2c(c1)N(C(=O)NC1CCCCC1)C(C)(C)CC2C (stereo not given),0.55,1.26,13.3
COc1cc(/C=N/NC(=O)c2ccoc2C)cc(OC)c1O,0.67,0.47,5.3
COc1ccc(NC(=O)C2CCN(S(=O)(=O)c3ccc(OC)c(OC)c3)CC2)cc1,0.16,-0.14,-7.1
N#Cc1ccc(/C=C/C(=O)c2ccco2)cc1,0,-0.02,-3.0
Cc1cc(NCCCN2CCOCC2)n2ncc(-c3ccccc3)c2n1,0.12,-0.27,-13.3
Cc1cc(C)nc(NCCC(=O)O)n1,/,/,-33.3
Cc1cc(C)n(C(=O)CCNC(=O)c2ccccc2Cl)n1,0.71,0.63,44.4
C=CCOC(=O)C1=C(C)NC(=O)NC1C1CC=CCC1 (stereo not given),0.2,-0.43,33.3
COc1ccc(-c2csc(N3CCN(C(=O)c4ccco4)CC3)n2)cc1,-0.59,-0.87,/
C/C(=N\NC(=O)COc1c(C)cccc1C)c1cccs1,/,/,17.4
CCC(C)(C)C(=O)Nc1cc([N+](=O)[O-])ccc1F,1.27,1.08,-13.3
CC(C)C(OC(=O)C1=Cc2ccccc2OC1)C(=O)NC1CCCC1 (stereo not given),0.33,0.8,-43.3
Cc1ccc(-c2cc(-c3ccccc3)c(C#N)c(Br)n2)cc1,-0.57,0.37,/
Cc1scc(C(=O)NNC(=S)NC(C)c2ccccc2)c1C (stereo not given),0.49,0.94,-417.2
O=C(CCN1CCc2ccccc2C1)Nc1ccccc1F,-0.73,-0.69,-20.6
Cc1cn(C(=O)C(C)N2C(=O)c3ccccc3C2=O)c(C)n1 (stereo not given),-0.48,-0.67,-22.2

Next entries follow.
SMILES,SDO1 yeast rescue,SDO1 yeast rescue Rescue 24 h,INS promoter inh
CCCC(=O)Nc1ccc(-c2ccc(NC(=O)CCC)cc2)cc1,0.14,-0.2,-50.0
Cc1c(NS(=O)(=O)c2cccc(C(=O)NCc3ccncc3)c2)c(=O)n(-c2ccccc2)n1C,1.17,0.45,26.7
COc1ccc(NC(=O)c2cc(-c3cc(C)ccc3O)n[nH]2)cc1Cl,-0.17,1.56,/
Cn1c(=O)n(Cc2ccc(F)cc2)c(=O)c2c1nc1n2CCCN1Cc1ccccc1,-2.43,-0.9,-5.4
